High-throughput results: PubChem, National Center for Advancing Translational Sciences (NCATS)
WRN helicase inh: WRN helicase (human) inhibition. Q14191. WRN helicase unwinding, fluorescent forked duplex, kinetic. Potency, µM (top dose mostly 114 µM), inactives show at the top dose activity change, negative = inhibition, most hits filed as inhibitors. actives 0.46% (n = 360,000); note: potency is the fitted concentration of half-maximal effect; % is set by controls: 0 for no effect and ±100 for the full control effect; nearly all actives have a fitted effect of over 55% in size
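Kinetic fluorescence helicase assay: unwinding of a quenched forked DNA duplex (100 nM final) with 2 mM ATP final raises red fluorescence (525/598 nm). Compounds sat 15 min at room temperature with 20 nM WRN beforehand.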
Mm-Cpn inhibitor: inhibitors of Methanococcus maripaludis chaperonin (MmCpn). actives 0.031% (n = 330,000). Potency, µM (top dose mostly 76.9 µM), for the others: top-dose activity, negative = inhibition, most hits filed as inhibitors. purified Mm-Cpn ATPase, ADP Transcreener TR-FRET. AID 504842; note: potency is the fitted concentration of half-maximal effect; % is set by controls: 0 for no effect and ±100 for the full control effect; nearly all actives have a fitted effect of over 80% in size
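Eu-cryptate anti-ADP/ADP-d2 competition gives a ratio inversely related to ADP. Enzyme at 25 nM was pre-exposed to compound for 10 min, then given 10 uM ATP for 30 min, 37°C throughout.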
CCT chaperon mod: cytosolic chaperonin activity modulation. purified chaperonin ATPase assay, HTRF ADP detection, 30 min. activity change, % (test concentration not listed), hits read low. actives 0.3% (n = 360,000). AID 651819; in the data active = activity change below about -30%; note: % is set by controls: 0 for no effect and ±100 for the full control effect
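TRiC at 40 or 20 nM final (batch-dependent) in 30 mM Tris pH 7.4, 100 mM KCl, 5 mM MgCl2, 1 mM DTT, with compound at single 76 uM and 10 uM ATP, 30 min at 37 deg C. ADP detected by HTRF Transcreener, 665/615 ratio.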
EPAC1 antag: EPAC1 (human) antagonism. O95398. EPAC1 GEF assay, Rap1b-BODIPY-GDP exchange fluorescence. Potency, µM (top dose mostly 115 µM), for the others: top-dose activity change, negative = inhibition, hits mostly inhibitors. actives 0.14% (n = 360,000). AID 720709;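 note: potency is the fitted concentration of half-maximal effect; plate controls were vehicle for no effect and positive control for full effect; nearly all actives have a fitted effect of over 50% in size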
EPAC2 antag: antagonists of human EPAC2; Q8WZA2; EPAC2 GEF exchange of Rap1B-BODIPY-GDP, fluorescence; Potency, µM (titrated, usually from 114 µM), for the others: top-dose activity, negative = inhibition, usual class: inhibitors; actives 0.18% (n = 360,000); AID 720708; note: potency is the fitted concentration of half-maximal effect; % is set by controls: 0 for no effect and ±100 for the full control effect; nearly all actives have a fitted effect of over 45% in size; many of its hits are not listed in these tables
PI5P4K alpha inh: blocks human PI5P4K alpha kinase activity | PI5P4Kalpha enzyme, ADP-Glo luminescence, 60 min; stronger effect = lower value | P48426 | max response, % | AID 652105 | actives 1.2% (n = 330,000); active = max response of -50% or lower; inconclusive = between -30% and -50%; inactive = -30% or higher; note: value at the top dose of about 77 µM; % is set by controls: 0 for no effect and ±100 for the full control effect
Target sequence (P48426 whole entry, looked up): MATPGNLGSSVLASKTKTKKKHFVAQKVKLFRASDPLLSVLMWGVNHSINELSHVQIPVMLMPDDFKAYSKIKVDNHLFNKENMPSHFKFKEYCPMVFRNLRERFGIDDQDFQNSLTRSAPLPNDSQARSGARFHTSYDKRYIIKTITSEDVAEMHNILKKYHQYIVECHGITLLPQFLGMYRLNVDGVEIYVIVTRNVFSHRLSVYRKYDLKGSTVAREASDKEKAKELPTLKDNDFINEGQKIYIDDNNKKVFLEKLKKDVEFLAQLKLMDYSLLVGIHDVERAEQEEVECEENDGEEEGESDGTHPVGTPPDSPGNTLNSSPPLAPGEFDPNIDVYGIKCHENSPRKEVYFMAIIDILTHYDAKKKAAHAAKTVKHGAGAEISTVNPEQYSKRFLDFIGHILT
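Reactions run in 0.038 M HEPES pH 7.4, 0.28 mM EGTA, 0.1% CHAPS and 5% DMSO, with PI5P4Kalpha, substrate, compound and 5 microM ATP final, one hour at room temperature. Readout is ADP-Glo luminescence.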
PLK1 PBD block: PLK1 (human) polo-box domain binding inhibition; P53350; AID 720504; Potency, µM, inactives show max response, negative = inhibition, most hits filed as inhibitors; actives 2.8% (n = 360,000); Plk1 PBD binding of FITC phosphopeptide, fluorescence polarization; note: potency is the fitted concentration of half-maximal effect; series mostly up to about 57 µM; % is set by controls: 0 for no effect and ±100 for the full control effect; nearly all actives have a fitted effect of over 65% in size
Target sequence (P53350 whole entry, looked up, the tested form may be a part): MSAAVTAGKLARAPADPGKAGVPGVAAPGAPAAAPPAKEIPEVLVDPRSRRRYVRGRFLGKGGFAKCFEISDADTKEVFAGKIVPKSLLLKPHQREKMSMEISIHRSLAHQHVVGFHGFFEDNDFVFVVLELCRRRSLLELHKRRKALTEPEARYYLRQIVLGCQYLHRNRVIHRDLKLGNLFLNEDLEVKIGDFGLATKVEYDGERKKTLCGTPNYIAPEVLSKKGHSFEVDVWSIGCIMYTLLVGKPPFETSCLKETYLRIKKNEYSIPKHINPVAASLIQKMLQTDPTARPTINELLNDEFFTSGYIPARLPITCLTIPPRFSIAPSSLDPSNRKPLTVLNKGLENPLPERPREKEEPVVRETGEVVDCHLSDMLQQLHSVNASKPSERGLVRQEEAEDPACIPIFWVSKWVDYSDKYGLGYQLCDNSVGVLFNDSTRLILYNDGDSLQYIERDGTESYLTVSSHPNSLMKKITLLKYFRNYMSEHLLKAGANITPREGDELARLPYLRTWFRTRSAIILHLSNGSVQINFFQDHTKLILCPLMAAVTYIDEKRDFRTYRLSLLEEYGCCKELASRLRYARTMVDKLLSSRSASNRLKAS
EPAC1 agonist: activates human EPAC1 exchange factor. O95398. EPAC1 agonist qHTS, biochemical assay; response scale: 100% = response to 6.5 mM cAMP. Potency, µM (top dose mostly 154 µM), inactives show top-dose activation, usual class: activators. actives 0.073% (n = 360,000). AID 720707; note: potency is the fitted concentration of half-maximal effect; nearly all actives have a fitted effect of over 60% in size
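Read-out is the fluorescence drop as BODIPY-GDP leaves Rap1B (480 nm excitation, 540 nm emission), recorded every 5 minutes over 30 minutes. Reactions held 100 nM EPAC1, 250 nM Rap1B–BODIPY-GDP and 50 uM GDP, with 6.5 mM cAMP setting full activation.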
Active calls of the source: *; ? = inconclusive; . = no result given; [ ] = dose if it differs, or a comment. Unless noted, calls come from the whole dose curve; as a rule, active = well fitted curve in the direction sought with a large enough effect; inconclusive = small, poorly fitted or top-dose-only effect, or another doubt; inactive = no such curve, though single readings can be large; an effect the other way counts as inactive or inconclusive.

mol	WRN helicase inh	Mm-Cpn inhibitor	CCT chaperon mod	EPAC1 antag	EPAC2 antag	PI5P4K alpha inh	PLK1 PBD block	EPAC1 agonist
CC(C)N1OC2CC1c1nc3ccccc3n1C2 (centres undefined)	9%	-1%	-1.3	-3%	11%	-1	-2%	-18%
COc1ccc(CNC(=O)/C=C/c2ccc3[nH]cc(CCN(C)C)c3c2)cc1	-4%	-4%	0.3	1%	-1%	2	-6%	-16%
C=C1N2CCC(CC2)C1(O)c1ccccc1C (centres undefined)	2%	-2%	-1.4	3%	6%	1	-5%	8%
CC[C@@]1(O)C(=O)OCc2c1cc1n(c2=O)Cc2cc3c(NC(=O)CN)cccc3nc2-1	3%	-14%	-4.6	0%	0%	-5	1%	1%
CCc1c(-c2ccccc2)nc2ccccc2c1C(=O)N1CCC2(CC1)OCCO2	-2%	2%	-0.6	15%	4%	-13	-9%	0%
CCC(=O)O[C@@H]1[C@@H](OC(C)=O)[C@@]2(O)C(C[C@H](O)C2(C)C)[C@](C)(O)[C@H]2CC[C@@H]3[C@@H](O)[C@]12C[C@@]3(C)O (some centres undefined)	7%	-1%	-0.6	8%	-3%	7	0%	-12%
COc1ccc(/C=C2/C(=O)N(c3ccccc3)N=C2C)cc1	-30%	.	-0.5	-9%	-7%	2	3.8µM*	5%
CC(Cc1ccccc1)NC(=O)Cc1ccc(N(C)C)cc1 (centres undefined)	-7%	-9%	0.1	6%	9%	-4	-1%	10%
[N-]=[N+]=NCc1cn2cccnc2n1	-3%	-1%	-0.7	-11%	-10%	5	-14%	6%
CC(C)(C)n1cccc1/C=C1\C(=O)NC(=O)N(c2ccccc2)C1=O	-28%	3%	0.2	12%	5%	1	24µM*	-2%
C=CCc1ccc(OCCn2nnc3ccccc32)c(OC)c1	-9%	2%	0.2	?	-10%	-6	2%	-5%
COC(=O)C1=C(c2ccc(C(C)=O)cc2)C[C@@H]2CC[C@H]1N2C(=O)N1CCC(C)CC1	-8%	0%	0.8	-16%	-9%	4	-20%	0%
O=c1[nH]c(O)c(/C=C2\C=NN=C2c2ccccc2)c(=O)[nH]1	?	0%	-0.1	-7%	-11%	.	3.5µM*	9%
COC(=O)C1=C(c2ccc(F)cc2OCc2ccccc2)C[C@@H]2CC[C@H]1N2C(=O)NC(C)C	-4%	1%	-0.3	-2%	-21%	-3	3%	3%
NC(=O)c1cc([N+](=O)[O-])cc([N+](=O)[O-])c1	-7%	.	-3.4	4%	-8%	-1	-16%	-3%
CCOP(=O)(OCC)C(NC(=O)c1ccc(C)cc1)C(Cl)(Cl)Cl (centres undefined)	14%	1%	-1.8	8%	9%	-4	0%	-4%
COC1=C(C)C(=O)C2=C(C1=O)C(CO)N1C(C#N)C3CC4C(C1C2N1CCOC41)N3C (centres undefined)	-7%	.	0.2	-6%	0%	-3	-16%	8%
N/C(=N\[N+](=O)[O-])N1CCN(C(=O)c2ccccc2)CC1	4%	1%	-2.7	-21%	9%	-5	-16%	1%
Cc1ccc2c(CN3CC=C(c4ccccc4)CC3)cc(=O)oc2c1C	3%	-4%	2.0	-1%	2%	-9	-20%	-4%
CCCCCCC(=O)c1c(O)n(-c2ccccc2OC)c(=O)[nH]c1=O	6%	-2%	-0.3	-2%	-12%	-2	-13%	5%

Additional records follow:
mol	WRN helicase inh	Mm-Cpn inhibitor	CCT chaperon mod	EPAC1 antag	EPAC2 antag	PI5P4K alpha inh	PLK1 PBD block	EPAC1 agonist
CCNCC1(c2ccc(OC)c(OC)c2)CCCC1	-4%	0%	-1.8	-4%	-13%	3	-12%	0%
Fc1cccc(C2NCc3ccccc3-n3cccc32)c1 (centres undefined)	-2%	1%	-0.8	16%	0%	6	-2%	3%
CCCCN(Cc1ccccc1)C1CCN(CCc2ccccc2)CC1	2%	0%	-1.5	-8%	10%	1	-26%	-4%
Cc1cccc(OP(N)(N)=O)c1C	3%[57.1 µM]	0%	-1.7	0%	7%	1	-20%	4%
CCC(=NCc1cccnc1)c1c(O)n(Cc2ccccc2)c(=O)[nH]c1=O	-1%	0%	2.2	3%	17%	-1	-6%	0%
CNC(=O)c1cccn(Cc2cc(C(F)(F)F)cc(C(F)(F)F)c2)c1=O	1%	-6%	-0.4	-12%	-12%	-1	?	-24%
CC1C(=O)OC2CCN3CC4OC4(COC(=O)C(C)(O)C1(C)O)C23 (centres undefined)	8%	.	-1.2	7%	12%	-1	1%	6%
CC[N+](C)(CC)CCCOC(=O)C(O)(c1ccccc1)C1CCCCC1 (centres undefined)	-11%	0%	-1.1	2%	2%	?	-23%	11%
COc1cc(/C=C2\C(=O)NC(=O)N(c3ccccc3)C2=O)c([N+](=O)[O-])cc1OC	?	-4%	-0.8	-8%	-2%	-28	12µM*	6%
CCOC(=O)C(NC(=O)CC)(Nc1ccc(C(O)(C(=O)OCC)C(F)(F)F)cc1C)C(F)(F)F (centres undefined)	7%	0%	-2.4	0%	-3%	-2	-8%	1%
COC(=O)C1=C(c2ccc(F)cc2F)C[C@@H]2CC[C@H]1N2C(=O)NC(C)C	7%	?	-1.9	9%	19%	3	3%	-9%
CCCCn1c(=O)c(C(=O)NC(C)c2ccccc2)c(O)c2ccccc21 (centres undefined)	0%	-1%	-3.2	-1%	-10%	3	10%	13%
CCc1ccc(N2C(=O)NC(=O)/C(=C/c3cccn3CCOc3ccc(C)cc3)C2=O)cc1	-2%	0%	-1.2	-24%	1%	-24	-10%	1%
COC(=O)C1=C(c2ccc(Cl)c(C(F)(F)F)c2)C[C@@H]2CC[C@H]1N2C(=O)NCc1cc(C)oc1C(F)(F)F	-2%	-1%	0.3	?	-8%	15	-7%	-14%
OC(c1ccccc1)(c1ccccc1)C1CCCN1 (centres undefined)	0%	2%	-1.4	13%	0%	.	-14%	7%
CSCCC(NC(=O)CCC(=O)OC1CC[C@H]2[C@@H]3CC[C@H]4CC(=O)CC[C@]4(C)[C@H]3CC[C@]12C)C(=O)O (some centres undefined)	-1%	-1%	-1.9	-5%	3%	-2	-19%	8%
O=c1ccc2cc(O[C@@H]3O[C@@H](CO)[C@H](O)[C@@H](O)[C@@H]3O)c(O)cc2o1	3%	-15%	-0.3	2%	8%	0	4%	1%
Cc1cc(C(=O)OCC(=O)NC(=O)c2cccn2C)c2ccccc2n1	-1%	1%	-0.1	-12%	?	-8	5%	6%
CC(=O)NC(=O)NC(C)Cc1ccccc1 (centres undefined)	4%	2%	-1.2	-6%	5%	1	-8%	0%
CS(=O)(=O)c1ccc(C2=C(CNC(=O)c3cccs3)[C@H]3CC[C@@H](C2)N3CCOc2ccccc2)cc1	1%	.	-1.0	-5%	-6%	-1	2%	-1%

Continued:
mol	WRN helicase inh	Mm-Cpn inhibitor	CCT chaperon mod	EPAC1 antag	EPAC2 antag	PI5P4K alpha inh	PLK1 PBD block	EPAC1 agonist
CCC1(CCc2ccncc2)C(=O)NC(=O)NC1=O	-1%	1%	0.2	17%	2%	0	6%	-1%
C#CC1(O)C=CC2C3CCC4=CC(=O)CCC4C3CCC21CC (centres undefined)	-5%	1%	0.0	2%	9%	5	-1%	0%
COc1ccc(-n2c(O)c(C(C)=NCCc3c[nH]c4ccccc34)c(=O)[nH]c2=O)cc1	-6%	0%	-1.2	-5%	-5%	-5	-5%	7%
C[C@]12CCC(OC(=O)CCC(=O)O)CC1=CCC1C2CC[C@]2(C)C(=O)CCC12 (some centres undefined)	3%	0%	-3.9	-8%	1%	6	-14%	8%
Fc1ccc(CCNCc2ccc(Cl)c(Cl)c2)cc1	-17%	2%	-4.7	-13%	-22%	.	-6%	9%
CS(=O)(=O)c1ccc(C2=C(CNC(=O)c3cccnc3)[C@H]3CC[C@@H](C2)N3Cc2ccco2)cc1	-5%	.	0.5	-8%	-3%	0	-7%	10%
Cc1ccc(OCCSC2=NN2c2cc(C)nc(N)n2)cc1	5%	1%	0.4	10%	-11%	0	2%	-3%
NC(=O)Cn1cc(C=C2C(=O)NC(=O)NC2=O)c2ccccc21	-9%	-2%	0.8	-17%	4%	-21	?	15%
COP(=O)(OC)c1nc(-c2cccc3ccccc23)oc1NCCc1ccccc1	-9%	-2%	-3.4	?	?	25	-5%	7%
COc1ccc(N2C(=O)/C(=C/c3cccs3)C(=O)NC2=S)cc1	45µM*	-1%	1.3	-10%	7%	-96*	2.1µM*	8%
c1ccc(P(c2ccccc2)c2ccccn2)cc1	-5%	-1%	0.3	2%	-27%	13	4%	1%
COC1=CC2[C@@H]3Cc4ccc(OC)c(O)c4[C@]2(CCN3C)CC1=O (some centres undefined)	3%	2%	0.5	-3%	-2%	5	-6%	-1%
Cc1ccccc1-n1c(O)c(/C=C2/C(c3ccccc3)=Nc3ccccc32)c(=O)[nH]c1=O	?	?	-2.3	?	-2%	-19	6.7µM*	-3%

In a second layout: seven of the compounds above
The line under a structure holds: WRN helicase inh, Mm-Cpn inhibitor, CCT chaperon mod, EPAC1 antag, EPAC2 antag, PI5P4K alpha inh, PLK1 PBD block, EPAC1 agonist
CS(=O)(=O)c1ccc(C2=C(CNC(=O)c3cccnc3)[C@H]3CC[C@@H](C2)N3Cc2ccco2)cc1
    -5%, ., 0.5, -8%, -3%, 0, -7%, 10%
Cc1ccc(OCCSC2=NN2c2cc(C)nc(N)n2)cc1
    5%, 1%, 0.4, 10%, -11%, 0, 2%, -3%
NC(=O)Cn1cc(C=C2C(=O)NC(=O)NC2=O)c2ccccc21
    -9%, -2%, 0.8, -17%, 4%, -21, ?, 15%
COP(=O)(OC)c1nc(-c2cccc3ccccc23)oc1NCCc1ccccc1
    -9%, -2%, -3.4, ?, ?, 25, -5%, 7%
COc1ccc(N2C(=O)/C(=C/c3cccs3)C(=O)NC2=S)cc1
    45µM*, -1%, 1.3, -10%, 7%, -96*, 2.1µM*, 8%
c1ccc(P(c2ccccc2)c2ccccn2)cc1
    -5%, -1%, 0.3, 2%, -27%, 13, 4%, 1%
COC1=CC2[C@@H]3Cc4ccc(OC)c(O)c4[C@]2(CCN3C)CC1=O (some centres undefined)
    3%, 2%, 0.5, -3%, -2%, 5, -6%, -1%

This is a subset; rates above refer to the full screens.
